# High-throughput results deposited in PubChem BioAssay by several laboratories.
# NOD2-RIPK2 inh – blocks binding of human NOD2 to RIPK2 | 0.38% of 360,000 active | inhibition, % at 4.98 µM | CHO BLA complementation NOD2-RIPK2, CCF4 ratio | AID 624267; in the data active = inhibition above about 21%;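 note: 0% = vehicle only and 100% = reference blocker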
# Exocytosis inh – blocks lytic granule exocytosis. 0.66% of 360,000 active. TALL-104 LAMP-1 surface exposure, flow cytometry; cells stimulated with thapsigargin and PMA. inhibition, % at 10 µM;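 active = inhibition above about 55%, limit read from the data; inconclusive = no clear call, values can overlap the other calls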
# aDG glyco up – alpha-DG glycosylation activation. Pro5-aDG cells, alpha-DG glycosylation AlphaScreen (IIH6); 0% Pro5, 100% B10-LARGE cell signal. activation, % at 10 µM. 0.22% of 360,000 active. AID 624168;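 active = activation of at least 8% versus controls, or a plate z-score of at least 8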;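 note: Pro5 are CHO cells carrying HIG-tagged alpha-DG that lacks glycosylation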
# ABCB6 inh 2 – blocks the human ABCB6 transporter. Q9NP58. K562-ABCB6 porphyrin accumulation, flow cytometry, 1 h; active compounds read low. fluorescence ratio to DMSO, % at 10 µM. 0.19% of 360,000 active. AID 602162;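 active = fluorescence ratio to DMSO below 75%, the collection mean minus 3 SD; inconclusive = too few cells collected in the well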;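 note: signal is porphyrin accumulated inside mitochondria; 100% equals median channel fluorescence of DMSO control wells; lower ratio means ABCB6 inhibition with less porphyrin fluorescence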
# Vif inh – inhibitors of HIV Vif. HEK293T cells, Vif self-association by quenched fluorescence, imaging, 24 h. inhibition, % at 7.49 µM. 0.35% of 340,000 active; in the data active = inhibition above about 50%, passing the limit was not always enough; inconclusive = no clear call, values can overlap the other calls; inactive = below about 31%; note: some results filed as inactive read as strong as hits
# ABHD5-PLIN5 inh – inhibitors of human ABHD5-perilipin-5 interaction; Q00G26+Q8WTS1; Split G. princeps luciferase complementation, luminescence, 4 h; inhibition, % at 4 µM; 0.78% of 360,000 active;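 active = inhibition above the mean inhibition across every tested compound plus 3 SD, cut at about 22% in these data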;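 note: 0% = DMSO only wells and the 100% control is not disclosed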
# Target sequence (Q00G26 whole entry, looked up): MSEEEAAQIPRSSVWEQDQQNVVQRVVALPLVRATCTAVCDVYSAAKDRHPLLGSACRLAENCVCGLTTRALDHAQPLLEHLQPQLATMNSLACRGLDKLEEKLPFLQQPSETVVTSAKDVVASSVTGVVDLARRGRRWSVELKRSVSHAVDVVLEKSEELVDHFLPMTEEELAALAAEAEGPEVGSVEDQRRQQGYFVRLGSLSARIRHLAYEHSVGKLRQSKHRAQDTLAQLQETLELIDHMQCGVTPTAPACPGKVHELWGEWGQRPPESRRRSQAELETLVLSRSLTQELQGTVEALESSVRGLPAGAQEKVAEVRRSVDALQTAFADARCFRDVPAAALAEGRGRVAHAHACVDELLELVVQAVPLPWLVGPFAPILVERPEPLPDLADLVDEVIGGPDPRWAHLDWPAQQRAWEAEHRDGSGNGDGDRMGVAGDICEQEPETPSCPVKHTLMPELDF
# Target sequence (Q8WTS1 whole entry, looked up): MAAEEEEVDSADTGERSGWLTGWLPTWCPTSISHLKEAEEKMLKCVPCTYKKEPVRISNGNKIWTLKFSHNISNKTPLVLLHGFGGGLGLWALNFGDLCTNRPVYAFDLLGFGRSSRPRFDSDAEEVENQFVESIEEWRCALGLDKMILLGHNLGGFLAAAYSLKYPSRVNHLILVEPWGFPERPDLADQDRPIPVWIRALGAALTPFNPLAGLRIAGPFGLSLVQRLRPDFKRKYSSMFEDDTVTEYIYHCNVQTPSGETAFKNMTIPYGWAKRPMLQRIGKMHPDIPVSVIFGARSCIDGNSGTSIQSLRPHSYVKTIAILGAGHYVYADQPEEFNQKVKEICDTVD
# MC4R antag cAMP – human MC4R antagonism in cAMP assay | MC4R-expressing cells, MTII-stimulated cAMP, LANCE TR-FRET | P32245 | AID 540295 | inhibition, % at 6.5 µM | 0.48% of 360,000 active;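 active = inhibition above its plate's cutoff, the mean of tested wells on that plate plus 3 SD, cut at about 29% in these data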;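 note: 0% = Melanotan II alone and 100% = Melanotan II plus saturating MCL0020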
#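 Assay system: human MC4R-expressing U2OS cells; reagent: Melanotan II stimulation of cells; dosing: 6.5 µM single dose; timing: compound 30 min, challenge 1 h, detection 1 h; signal: TR-FRET cAMP assay; replicates: one well per compound, no replicates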
# N-glyco inh – blocks N-linked glycosylation in D54 reporter cells; D54 ERlucT glycosylation luciferase reporter, 24 h; percent of 100 nM tunicamycin response; reporter increase, % at 12.5 µM; 0.23% of 360,000 active; AID 588692;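 active = mean luciferase reporter signal, scaled so untreated is 0 and the glycosylation-blocking control 100, at or above a set limit in every replicate; inconclusive = mean reaches the limit but not every replicate does; inactive = mean below the limit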;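 note: luciferase carries N-glycosylation sites so blocking glycosylation raises the light; 0% = median of neutral control wells and 100% = median of 100 nM tunicamycin wells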
# TLR9-MyD88 block – blocks human TLR9 binding to MyD88; Q9NR96+Q99836; CHO BLA complementation TLR9-MyD88, CCF4 FRET ratio; inhibition, % at 4.98 µM; 0.21% of 340,000 active;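 active = inhibition above the mean over all tested compounds plus 3 SD, cut at about 21% in these data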;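 note: 0% = DMSO only wells and 100% = clavulanate BLA inhibitor control wells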
# MC4R ag barr – activates human MC4R beta-arrestin recruitment. P32245. U2OS MC4R beta-arrestin complementation, luminescence; percent of melanotan II response, DMSO zero. activation, % at 8.9 µM. 0.98% of 360,000 active. AID 540308;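 active = activation above a per-plate cutoff, the mean activation of sample wells on that plate plus 3 SD, cut at about 8% in these data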
# An asterisk follows results filed as active; ? = inconclusive; nt = not tested or not shown. Only part of the results is shown (hit frequency here may not be typical).
SMILES,NOD2-RIPK2 inh,Exocytosis inh,aDG glyco up,ABCB6 inh 2,Vif inh,ABHD5-PLIN5 inh,MC4R antag cAMP,N-glyco inh,TLR9-MyD88 block,MC4R ag barr
O=C(N/N=C/c1ccc(Br)cc1)c1cc[n+]([O-])cc1,4,-8,-0.1,99,16,-10,1,1,-4,0.0
COc1cc(OC)cc(C(=O)OCc2cc3ccccc3[nH]c2=O)c1,-7,0,0.1,93,8,-1,17,2,1,2.4
Cc1cccc(C)c1NC(=O)C(NC=O)c1ccc(N(C)C)cc1 (configuration not stated),-15,13,0.0,102,-3,3,10,1,-7,-0.9
O=C(Cn1cccc1C(=O)c1ccccc1)NCc1cccnc1,2,0,0.0,102,-3,0,6,2,-1,-2.5
O=C(O)/C=C/c1cn(-c2ccccc2)nc1-c1cccs1,-5,-1,-0.2,101,5,-5,12,2,-2,-0.2
O=C(Oc1ccc(Br)cc1C(=O)/C=C/c1ccccc1F)c1ccco1,14,47,-0.2,98,nt,73*,-3,?,10,-1.4
COC(=O)c1ccccc1NCCO,0,-2,0.0,97,-1,0,9,2,6,-2.2
COC(=O)Cc1c(C)c2ccc(O)c(CNCc3ccc(OC)c(OC)c3)c2oc1=O,-2,-10,0.1,93,-6,-7,2,1,-5,-0.5
Cc1ccc(NC(=O)COC(=O)Cc2csc(-c3ccc(Cl)cc3)n2)cc1C,-10,-3,0.0,96,-7,-1,-1,2,-8,0.9
O=C(Oc1ccc(Br)cc1)c1n[nH]c(=O)c2ccccc12,-14,-2,0.3,95,-1,8,22,2,-4,2.2
Cc1cc(C)c(S(=O)(=O)/N=C2\C=C(NS(=O)(=O)c3ccccc3)C(=O)c3ccccc32)c(C)c1,0,25,0.1,100,1,3,2,5,2,1.0
Cc1cc2cc(CNC(=O)Cc3ccc([N+](=O)[O-])cc3)ccc2n1C,5,-1,0.0,100,-7,4,-2,1,2,-0.9
COC(=O)C1CCN(C(=O)COC(=O)C2CCN(S(=O)(=O)c3ccc(C)c(C)c3)CC2)CC1,1,-5,-0.4,105,1,-7,4,1,0,-3.0
COc1ccc(NC(=O)C2CCC(N3C(=O)C4CCCCC4C3=O)CC2)cc1 (configuration not stated),-6,-9,0.3,97,9,-1,-5,8,5,-1.2
CCNc1nc(NCC)n2c(SC(C(=O)Nc3cc(Cl)cc(Cl)c3)c3ccccc3)nnc2n1 (configuration not stated),3,-6,0.6,98,9,-1,6,-2,-2,-2.5
CC(=O)Nc1ccc(C=NNC(=O)c2ccc(NS(=O)(=O)c3cccs3)cc2)cc1,-6,-4,0.0,103,14,-15,-5,0,-2,0.0
CC(Nc1nc(N2CCNCC2)nc2ccccc12)c1ccccc1 (configuration not stated),13,87*,0.1,101,-1,10,27,-5,4,5.2
COc1cc(CC(=O)NCC2CCCCC2)cc(OC)c1OC,0,-5,0.1,100,2,4,7,0,-3,-2.0
CC(NC(=O)Nc1ccc(Cl)cc1)C(c1cccs1)N1CCOCC1 (configuration not stated),9,1,0.1,99,nt,-2,8,0,-9,1.1
O=C(CCSc1ccccc1)Nc1ccc(OCc2ccccc2)cc1,-6,5,-0.1,111,-4,-3,3,-5,7,4.6
O=S(=O)(/N=S1\CC=CCN1S(=O)(=O)c1ccccc1)c1ccccc1 (configuration not stated),25*,1,0.4,95,1,92*,26,-7,11,-0.1
Cc1cc(C(=O)NC(C)c2ccccc2)c2cc(F)ccc2n1 (configuration not stated),-1,4,-0.2,100,2,-7,1,2,0,-1.3
CCN(C(=O)/C=C/c1ccc2c(c1)OCO2)c1ccccc1,-14,-4,0.9,88,-11,6,9,-2,0,0.8
Cc1ccccc1CSc1nn2c(=O)c(C)nnc2s1,17,0,0.1,104,1,-4,0,3,5,-1.6
Fc1cccc2sc(Nc3nc4cc5c(cc4s3)OCO5)nc12,-5,4,1.1,99,-8,0,20,-5,-13,0.5

# Ordered by formula weight (highest first): part of the list above
SMILES,NOD2-RIPK2 inh,Exocytosis inh,aDG glyco up,ABCB6 inh 2,Vif inh,ABHD5-PLIN5 inh,MC4R antag cAMP,N-glyco inh,TLR9-MyD88 block,MC4R ag barr
Cc1cc(C)c(S(=O)(=O)/N=C2\C=C(NS(=O)(=O)c3ccccc3)C(=O)c3ccccc32)c(C)c1,0,25,0.1,100,1,3,2,5,2,1.0
Cc1cccc(C)c1NC(=O)C(NC=O)c1ccc(N(C)C)cc1 (configuration not stated),-15,13,0.0,102,-3,3,10,1,-7,-0.9
COc1cc(CC(=O)NCC2CCCCC2)cc(OC)c1OC,0,-5,0.1,100,2,4,7,0,-3,-2.0
O=C(N/N=C/c1ccc(Br)cc1)c1cc[n+]([O-])cc1,4,-8,-0.1,99,16,-10,1,1,-4,0.0
CCN(C(=O)/C=C/c1ccc2c(c1)OCO2)c1ccccc1,-14,-4,0.9,88,-11,6,9,-2,0,0.8

# Additional records follow:
SMILES,NOD2-RIPK2 inh,Exocytosis inh,aDG glyco up,ABCB6 inh 2,Vif inh,ABHD5-PLIN5 inh,MC4R antag cAMP,N-glyco inh,TLR9-MyD88 block,MC4R ag barr
CCOc1ccc(-n2c(SCC(=O)Nc3nccs3)nnc2-c2ccoc2C)cc1,5,2,0.0,97,-2,5,9,-1,-1,0.7
Cc1cc(/C(N)=N/OC(=O)c2cccc(Cl)c2)no1,-6,-4,0.2,97,3,-5,4,1,nt,-0.3
CN(Cc1ccco1)C(=O)CC[C@H]1O[C@@H](n2ccc(=O)[nH]c2=O)[C@H](O)[C@@H]1O,2,-2,-0.3,99,2,-1,nt,0,nt,nt
CCC(NC(=O)c1ccccc1NC(=O)c1ccc(OC)cc1)C(=O)N1CCCC1 (configuration not stated),0,-2,0.1,81,-2,-6,-2,-1,-9,-0.5
COc1ccc(S(=O)(=O)NC(C)C(=O)NCC2CCCO2)cc1OC (configuration not stated),3,6,0.0,107,-7,-6,-12,-1,-8,0.7
Cc1ccc(C(=O)NCCN2C3=NC[C@H](C(C)C)N3C[C@H]2Cc2ccc(O)cc2)cc1Br,-6,-11,0.0,99,6,13,3,-1,-4,-0.7
Cc1[nH]nc(-c2ccc(OCc3cnn(-c4ccccc4)c3)cc2O)c1Oc1ccc(Cl)cc1,-4,3,0.4,97,-5,-3,4,-4,3,-2.0
COCCNC(=O)c1cccc(OC2CCN(Cc3ccc(C(=O)OC)cc3)CC2)c1,-5,-12,0.2,92,-3,-6,7,-1,4,1.5
CC[C@@]12C(=O)N(c3cccc(C)c3)C(=O)N1[C@H](c1ccc(Br)cc1)[C@@H]1C(=O)N(C(C)(C)C)C(=O)[C@@H]12,-5,0,0.8,103,2,0,3,-3,1,-2.6
COc1ccc(S(=O)(=O)N2CCCOC2CNC(=O)C(=O)NCc2ccco2)cc1 (configuration not stated),-8,5,0.0,100,6,1,-2,-1,3,0.4
CC(C)(C)c1cc(C(=O)NCCN2CCCC2)cc(C(C)(C)C)c1,-7,0,0.4,102,-4,4,15,-1,1,0.9
COc1ccc(-n2c(=O)[nH]c3c(C(N)=O)nc(C4CCCCC4)nc32)cc1,-15,-5,-0.1,89,3,-1,1,2,-12,0.6
O=C(CCc1c[nH]c2ccccc12)OCc1cccc([N+](=O)[O-])c1,-12,15,0.0,98,22,0,-3,-2,8,3.5
Cc1cc(C)n(-c2nc(NCc3cccnc3)c3c4c(sc3n2)COC(C)(C)C4)n1,3,-9,0.1,87,-10,4,7,-3,0,-0.3
O=C(Nc1ccccc1N1CCOCC1)c1ccc([N+](=O)[O-])o1,-1,0,1.3,95,-7,0,-3,12,-6,-1.1
CCOc1cc(/C=C/c2ccc3cccc([N+](=O)[O-])c3n2)ccc1O,10,6,-0.1,88,4,7,2,-6,1,-0.8
CCN(CC)C(=O)C1CCCN(C(=O)CCn2nnnc2CN2CCOCC2)C1 (configuration not stated),5,-9,0.2,101,10,3,-4,1,-9,-2.8
O=C(c1cc2ccccc2oc1=O)N(Cc1ccco1)CC1CCCO1 (configuration not stated),-12,-6,0.1,97,10,2,-8,-1,-6,-0.2
O=C(O)CCC(=O)NNC(=O)c1cccs1,1,8,-0.5,103,1,-1,1,1,-7,-1.4
CN(Cc1nc2c(s1)CCCC2)C(=O)CCc1nnc(-c2ccc3c(c2)OCO3)o1,-6,-8,0.2,98,nt,4,8,2,1,0.3
O=C1NC(=S)S/C1=C\c1coc2ccc(O)cc2c1=O,0,1,0.1,102,16,0,7,0,8,-2.4
C(=NN1CCCCCC1)c1ccc2ccccc2n1,3,6,-0.2,106,-7,0,13,-19,-9,-0.3
COc1ccc(NC(=O)CSc2nnnn2C)cc1,9,-2,-0.4,99,0,-1,18,3,-2,-3.0
Brc1ccc(C2=Nn3c(Cn4nnc5ccccc54)nnc3SC2)cc1,-10,-3,-0.1,93,4,0,5,1,nt,-1.0
CCn1nc(NS(=O)(=O)c2ccc(NC(C)=O)cc2)c2cc3ccc(C)cc3nc21,-10,-8,-0.1,106,2,5,15,3,-10,-2.2

# New compounds follow:
SMILES,NOD2-RIPK2 inh,Exocytosis inh,aDG glyco up,ABCB6 inh 2,Vif inh,ABHD5-PLIN5 inh,MC4R antag cAMP,N-glyco inh,TLR9-MyD88 block,MC4R ag barr
CCN1CCN(c2ccc(S(=O)(=O)N3CCCCC3)cc2NC(=O)COc2ccccc2)CC1,-1,0,0.0,90,nt,-4,-2,-4,2,-0.3
Cc1cccc(C)c1NC(=O)CN1C(=O)N(C)Cc2ccccc21,-12,2,-0.2,95,1,-2,27,-2,8,-3.3
Cc1ccc(OCC(=O)Nc2cc(Cl)ccc2-n2cncn2)c(C)c1,-4,-5,0.3,99,0,-3,-3,-3,7,-0.4
CS(=O)(=O)c1ccccc1-c1nnc(NC(=O)C2=COCCO2)o1,-2,3,-0.1,101,-13,0,3,4,-2,-3.0
O=C(Nc1ccc(C2CCCCC2)cc1)C1CCCN(c2ncccn2)C1 (configuration not stated),3,0,0.0,97,21,-5,-2,1,9,-0.5
CC(C)NC(=O)C1(C)CN(S(C)(=O)=O)CC(=O)N1Cc1ccco1 (configuration not stated),2,2,-0.1,nt,nt,1,nt,nt,nt,nt
CCN(CC)CCN(C(=O)CCS(=O)(=O)c1ccccc1)c1nc2cc(OC)c(OC)cc2s1,-4,15,-0.4,100,-6,7,11,1,-14,-2.4
CCOC(=O)N1CCN(CC(=O)N2c3ccccc3CC2C)CC1 (configuration not stated),3,0,0.2,93,-3,-6,0,4,-5,-2.8
Cc1cccc(NS(=O)(=O)c2cccc(C(=O)N3CCN(c4ccccn4)CC3)c2)c1,0,2,0.0,110,-13,0,4,-2,-6,0.7
COc1ccc(C(=O)CSc2nnc(C3CC3)n2N)cc1,-7,1,0.0,97,-3,4,4,5,11,-1.5
CCCc1cc(C(=O)Nc2ccc(CC)cc2)no1,-3,-8,0.1,99,-3,-2,6,-4,-2,-2.3
CSc1ccc(C(=S)N2CCCCCC2)cc1,4,18,-0.1,100,-2,-6,0,0,-14,0.0
O=C(NN=C1CCCC1)c1[nH]c2ccc(Cl)cc2c1-c1ccccc1,5,-1,-0.1,95,9,-3,-17,17,nt,0.9
CC(OC(=O)C1CCN(S(=O)(=O)c2ccccc2C(F)(F)F)CC1)C(=O)N(C)Cc1ccccc1 (configuration not stated),-3,0,0.2,95,-10,-6,5,-2,0,-1.1
